Bioassay records from PubChem BioAssay.
LEDGF integ inh: blockers of LEDGF/p75-dependent integrase strand transfer – biochemical, TR-FRET, high throughput, primary screen | AID 743269, 2014 | 0.64% of 370,000 active | inhibition, % at 3.7 µM | HIV-1 integrase (with human LEDGF/p75) | TR-FRET IN-LEDGF/p75 DNA integration, Eu/Cy5;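 active means inhibition above the screen-wide mean plus 3 SD, cut at about 13% in these data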;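 further: signal is the Cy5 over europium emission ratio at 671 and 618 nm; 0% = plate median of compound wells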
DDE Tn7 FP inh: inhibitors of Tn7 peptide binding to fibrin DD(E), primary screen, biochemical, fluorescence polarization, human fibrin, Tn7 probe. FP displacement of FITC-Tn7 peptide from fibrin DD(E); 0% = median of compound wells per plate. inhibition, % at 8.3 µM. 0.13% of 370,000 active. AID 720508, 2013;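 active means inhibition above the mean of compounds falling within the control limits plus 3 SD of them, cut at about 14% in these data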;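 further: 0% = plate median of compound wells and 100% = 10 µM Aha-Tn7 peptide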
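Test system: human clot-derived fibrin DD(E) complex / Quantity: 2 µM final DD(E) protein / Incubation: 10 min plus 3 h, room temperature / Measured by: fluorescence polarization / Benchmarks: high control of 10 µM Aha-Tn7 peptide / Replicates: singlicate testing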
PRMT1 inh: PRMT1 methyltransferase inhibitors, primary screen, biochemical, fluorescence polarization | Protein arginine N-methyltransferase 1 (Homo sapiens), Q99873 | recombinant PRMT1, activity-based probe fluorescence polarization | inhibition, % at 2.79 µM | 1.3% of 370,000 active;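 active means inhibition above about 21% made by adding two undisclosed values, limit read from the data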
TDP2 absorb: human TDP2 enzyme inhibitors, primary screen, biochemical, epi absorbance, recombinant enzyme; T5PNP hydrolysis, p-nitrophenol absorbance 415 nm; inhibition, % at 12.8 µM; 0.34% of 370,000 active; AID 720702, 2013;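 active means inhibition above the mean of all tested compounds plus 3 SD, set per campaign, cut at about 25% in these data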;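 further: 0% = DMSO with enzyme and 100% = buffer with substrate but no TDP2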
Target sequence (O95551 whole entry, looked up): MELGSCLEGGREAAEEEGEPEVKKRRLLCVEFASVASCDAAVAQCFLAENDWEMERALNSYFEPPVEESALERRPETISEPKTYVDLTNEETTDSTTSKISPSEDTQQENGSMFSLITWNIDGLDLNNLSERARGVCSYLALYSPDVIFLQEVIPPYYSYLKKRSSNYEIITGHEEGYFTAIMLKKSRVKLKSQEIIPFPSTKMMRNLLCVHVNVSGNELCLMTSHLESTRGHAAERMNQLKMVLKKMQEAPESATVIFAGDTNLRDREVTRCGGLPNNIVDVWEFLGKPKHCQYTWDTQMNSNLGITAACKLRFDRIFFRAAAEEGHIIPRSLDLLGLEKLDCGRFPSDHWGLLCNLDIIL
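test system = human TDP2 enzyme | input = TDP2 enzyme at 120 nM final | medium = 50 mM Tris-HCl pH 7.5 with Mg2+, KCl, DTT, BSA | also added = T5PNP substrate, 5 mM | times = 2 h at 37 °C | technique = epi absorbance | benchmarks = high control without enzyme, low control DMSO plus TDP2 | replication = each compound tested once, singlicate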
SIAE inh: human SIAE inhibitors, primary screen, biochemical, fluorescence polarization, FP-Rh probe, 1536-well HTS | Sialate O-acetylesterase (Homo sapiens), Q9HAT2 | SIAE FP-Rh probe binding | inhibition, % at 9.66 µM | 0.69% of 370,000 active;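 active means inhibition above a cutoff: mean of compounds within the control limits plus 3 SD of those, cut at about 17% in these data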;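 further: 0% = plate median of compound wells and 100% = probe without SIAE protein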
HTRA1 inhibitor: HTRA1 serine protease inhibitors, primary screen, biochemical, fluorescence polarization, HTS. recombinant HTRA1, FP-rhodamine activity-based probe. 0.5% of 340,000 active. inhibition, % at 5.96 µM. Q92743. AID 504803, 2011; in the data active means inhibition above about 36%;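 further: 0% = enzyme with DMSO and 100% = wells lacking enzyme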
Target sequence (Q92743 whole entry, looked up): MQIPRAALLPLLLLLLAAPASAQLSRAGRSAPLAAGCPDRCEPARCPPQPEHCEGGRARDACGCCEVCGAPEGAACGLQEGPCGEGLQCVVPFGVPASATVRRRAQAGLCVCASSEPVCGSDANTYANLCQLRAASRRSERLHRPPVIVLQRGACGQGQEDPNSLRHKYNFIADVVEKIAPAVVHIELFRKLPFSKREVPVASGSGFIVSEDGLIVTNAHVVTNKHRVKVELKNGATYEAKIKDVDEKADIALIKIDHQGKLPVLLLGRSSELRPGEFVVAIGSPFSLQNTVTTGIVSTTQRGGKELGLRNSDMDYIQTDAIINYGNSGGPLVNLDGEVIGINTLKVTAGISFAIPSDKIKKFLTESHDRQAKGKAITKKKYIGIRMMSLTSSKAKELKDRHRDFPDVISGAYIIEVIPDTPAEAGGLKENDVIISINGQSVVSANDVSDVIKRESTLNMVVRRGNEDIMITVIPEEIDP
PG9 binder: binders of HIV-1 gp120 antibody PG9, primary screen, biochemical, TR-FRET | HIV-1 gp120 / PG9 antibody interaction | TR-FRET gp120-PG9 antibody binding | inhibition, % at 6.7 µM | 0.43% of 360,000 active | AID 624416, 2012; in the data active means inhibition above about 8.5%
UHRF1 binding: UHRF1 methylated DNA binding inhibitors, primary screen, counter-screen for MBD2 inhibitor project, biochemical, TR-FRET, human UHRF1, single concentration. E3 ubiquitin-protein ligase UHRF1 (Homo sapiens), Q96T88. UHRF1 binding to methylated oligo. inhibition, % at 4.4 µM. 0.75% of 370,000 active. AID 687016, 2013; in the data active means inhibition above about 21%;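 further: UHRF1 SRA domain binding a hemimethylated CpG hairpin DNA probe; 0% = median of test compound wells and 100% = reference inhibitor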
mABHD4 FP: ABHD4 inhibitors, primary screen, biochemical, fluorescence polarization, mouse | purified mABHD4, FP-Rh probe fluorescence polarization | inhibition, % at 8.92 µM | 0.54% of 370,000 active | AID 720543, 2013;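 active means inhibition exceeding the mean over every tested compound plus 3 SD, cut at about 30% in these data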;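 further: 0% = plate median of compound wells and 100% = S159A mutant with DMSO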
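System: mouse ABHD4 enzyme, wild type / Medium: HEPES pH 7.0, NaCl, Pluronic buffer / Reagent: FP-Rh activity-based fluorescent probe / Control set: S159A mutant high control, sample median low control / Detection: fluorescence polarization with parallel and perpendicular emission, 525/598 nm / Schedule: 45 min + 60 min at 25 °C / Compound dosing: 8.92 µM, single dose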
TCR CD3 inh: inhibitors of human TCR-CD3 interaction, primary screen, biochemical, fluorescence, TAMRA-labeled TCR probe | AID 651800, 2012 | T-cell receptor (TCR) | 0.37% of 360,000 active | inhibition, % at 9.4 µM; in the data active means inhibition above about 19%;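 further: recombinant mutant TCR 2C K166C tagged with TAMRA read by polarization; 0% = receptor in buffer alone and 100% = receptor with positive control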
An asterisk follows results filed as active; . = not tested or not shown.

SMILES	LEDGF integ inh	DDE Tn7 FP inh	PRMT1 inh	TDP2 absorb	SIAE inh	HTRA1 inhibitor	PG9 binder	UHRF1 binding	mABHD4 FP	TCR CD3 inh
Oc1ccccc1/C=N/Nc1ccccc1	-3	-1	3	3	9	9	-1.7	0	2	-1
Nc1[nH]c(C(=O)c2ccc(Br)cc2)c(-c2ccncc2)c1C(=O)NCCc1c[nH]c2ccccc12	-1	-4	2	-7	8	.	1.5	-1	20	5
COC(=O)[C@]12C[C@H](CC(=O)NCc3ccccc3)C(=O)N(Cc3cccc4ccccc34)C1=C[C@H](C(C)(C)C)O[C@@H]2C	1	-4	5	-4	-7	.	.	1	-14	.
Cn1c(=O)n(CCOc2ccccc2Cl)c2ccccc21	-3	2	-4	5	1	-7	-1.1	-1	-3	7
Cc1cc(C)c(OCC(=O)Nc2nnc(C3CC3)s2)c(C)c1	0	0	-1	10	2	8	0.8	0	-1	-6
COc1cccc(CCNC(=O)COc2cccc3c2OC(C)(C)C3)c1	4	-1	-2	-9	1	-3	-1.6	1	-5	-3
O=C(CSc1nnc(-c2cccc(Cl)c2)n1Cc1ccco1)Nc1ccc2c(c1)OCO2	-1	-1	-1	4	0	.	.	-2	-21	.
COc1ccc(/C=N\NC(=O)COc2ccc(Cl)cc2Cl)c(C(=O)O)c1OC	0	8	2	-1	8	-4	-0.5	1	2	0
O=C(Nc1ccc2c(c1)CCC2)c1ccc(Br)o1	-2	1	2	6	-7	-7	0.3	3	-8	7
CCOC(=O)[C@]12CCCC=C1N(Cc1ccccc1)C(=O)[C@H](CC(=O)NCCc1ccccc1OC)C2	1	-10	-4	-6	3	.	2.7	-3	4	1
Fc1ccc(-n2nnc(-c3ccccc3Cl)n2)cc1	2	-4	-1	7	-2	-7	-1.7	-1	-1	-6
CCC(C)C(=O)Nc1cc(C(=O)OC)cc(C(=O)OC)c1 (configuration not stated)	1	-5	-1	2	-6	-4	-0.2	-1	-8	-3
Cc1cc(C(=O)Nc2ccc(C)c(S(=O)(=O)N3CCOCC3)c2)c2ccccc2n1	1	4	1	4	-3	13	-1.9	6	-1	-1
COc1cc2c(c(O)c1OC)C(=O)C(OC)CCC2 (configuration not stated)	1	-2	-3	-8	-7	0	-2.9	0	0	0
COc1cccc(CN2C(=O)C(C)N(C(=O)c3c(F)cccc3F)c3ccccc32)c1 (configuration not stated)	6	-1	2	-1	-4	-9	0.6	2	-10	2
NS(=O)(=O)c1ccc(NC(=O)c2cccc(N3C(=O)c4ccccc4C3=O)c2)cc1	-4	7	-1	17	-23	-6	-7.2	1	-13	25*
CCOC(=O)c1ccc(NC(=O)/C=C/c2cccs2)cc1	4	5	-3	2	-35	-57	-0.5	-2	-53	11
COc1cccc(C2CNC3(CCCC(C)C3)c3[nH]c4ccccc4c32)c1OC (configuration not stated)	2	-4	-1	-19	7	1	0.0	2	1	-5
Cc1noc(C)c1NC(=O)N(C)C[C@H]1Oc2c(NC(=O)c3ccncc3)cccc2C(=O)N([C@H](C)CO)C[C@@H]1C	0	5	-3	9	3	14	0.6	-1	5	-2
OC(CNCC#Cc1ccccc1)c1ccccc1 (configuration not stated)	0	-4	-2	7	2	5	-0.9	-2	2	9
CC[N+]1(C)[C@@H]2CC[C@H]1CC(OC(=O)[C@H]1CCC(C(=O)OC3C[C@H]4CC[C@@H](C3)[N+]4(C)CC)(c3ccccc3)c3ccccc31)C2 (some centres not stated)	0	-3	-2	-11	-5	4	0.2	6	-9	-8
O=C(Nc1ccc([N+](=O)[O-])cc1)C1C(c2ccccc2)=C1c1ccccc1	-1	1	-1	5	3	-37	1.1	2	0	-2
CC(C)C[C@@H]1NC(=O)[C@H](Cc2ccccc2)N(C)C(=O)[C@H](C)NC(=O)c2ccccc2NC(=O)[C@H](Cc2ccc(O)cc2)N(C)C1=O	-3	0	3	5	-17	-43	0.1	4	-16	0
CCCCNC(=S)NNC(=O)c1csc(CC)c1	2	0	-1	-6	2	-1	-0.1	1	4	-4
Cn1c(NC(=O)c2ccc(C(C)(C)C)cc2)cc(=O)n(C)c1=O	0	1	3	-7	3	6	0.2	3	0	-12
CCOc1cc2[nH]c(=S)n(Cc3ccc(C(=O)NCC(OC)OC)cc3)c(=O)c2cc1OCC	-1	2	-3	20	-3	2	-1.1	1	2	5
COC(=O)c1ccccc1NC(=O)CSc1nnc(CNS(=O)(=O)c2ccc(C)cc2)n1C	-1	-3	2	-4	5	2	1.0	0	1	-6
CCN1CCc2c(sc(NC(=O)COc3ccccc3)c2C(=O)OC)C1	1	0	2	0	0	-5	-0.1	6	6	6
COCc1nnc(NC(=O)c2ccc(S(=O)(=O)N(CC(C)C)CC(C)C)cc2)o1	-1	-1	4	-26	-7	7	-2.2	4	-17	-8
Cc1c(C(=O)N2CCCc3ccccc32)oc2ccccc12	1	-8	-2	-21	-9	1	-2.0	-1	-6	-2
CC(=O)Nc1ccc(S(=O)(=O)N2CCC(N3CCCCCC3)CC2)cc1	2	1	11	-2	5	4	0.8	8	4	-9
COc1ccc(OC)c(NC(=O)CCCC(=O)NC2CCCCC2)c1	-1	0	0	3	-3	-1	-0.8	3	5	-6
CC(C)(C)NC(=O)COC(=O)c1ccc(Cl)c(S(N)(=O)=O)c1	3	-1	0	-7	1	2	0.3	2	-5	-1
CCCOC(=O)c1ccc(NC(=O)c2cc(Cl)ccc2OC)cc1	-1	6	-4	-9	-1	-10	-0.5	-2	-5	-3
CCC1Oc2ccccc2N(Cc2ccccc2C)C1=O (configuration not stated)	-1	-5	0	9	3	-8	0.9	0	-5	-2
COc1ccc([C@H]2CC(=O)C=C(c3cccc4c3Oc3ccccc3S4)C2)cc1OC	-1	1	-2	8	-3	-54	-0.7	-1	-14	1
CC[C@H](NC(=O)[C@H]1O[C@@H](n2cnc3c(=O)[nH]c(N)nc32)[C@H](O)[C@@H]1O)c1ccccc1	-1	-5	8	0	0	.	-1.2	0	3	-6
COc1ccccc1CNC(=O)COC(=O)Cc1c(Cl)cccc1Cl	-5	8	-2	-13	-7	5	0.0	4	-1	-5
Cc1cc(C)nc(N2CCN(C(=O)CSc3nc4ccccc4nc3N3CC(C)OC(C)C3)CC2)n1 (configuration not stated)	1	-4	0	1	-5	.	.	0	-1	.
C=CCN1[C@H](Cc2ccccc2)COc2cc(F)ccc2S1(=O)=O	4	-7	-3	3	-5	.	.	-4	-3	.
C/C(=N\NC(=O)c1cccc(Br)c1)c1cccnc1	-2	-1	2	-5	3	-9	-0.3	2	-1	-3
CCC(C)(C)n1nnnc1C(c1cc2ccc(OC)cc2[nH]c1=O)N1CCN(C2CCCCC2)CC1 (configuration not stated)	0	3	2	6	0	-4	-2.9	6	-3	-6
CN(C)S(=O)(=O)c1ccc(C(=O)NC(=O)CSc2nnnn2C)cc1	0	0	-5	-2	-5	6	-0.3	2	0	-5
Cc1nc2nc(C(F)(F)F)[nH]c2nc1C	-1	2	3	1	-3	1	0.9	1	8	-3
O=C(O)CC(c1ccccc1)n1cccc1 (configuration not stated)	2	3	0	-1	-3	8	1.9	0	5	0
Cc1cc2nnc(SCC(=O)NC3CCCCC3)n2c(N)n1	-3	-1	1	-9	-2	-8	-0.2	0	7	8
COc1ccc(S(=O)(=O)Cc2ccc(C(=O)N3CCc4ccccc4C3)o2)cc1	4	-6	2	-13	2	-3	-0.9	2	-1	5
O=C(CSc1ccccn1)Nc1ccccc1F	1	-6	-3	0	-2	3	-3.7	1	-2	-3
Cc1c(C(=O)N2CCCC2)c(S(=O)(=O)N2CCCCC2)c(C)n1C	0	-4	3	-11	-4	-2	0.1	2	3	3
Cn1c(SCC(=O)N2CCOCC2)nnc1-c1ccc(NC(=O)c2ccccc2F)cc1	4	2	-3	-1	6	1	2.7	0	2	-1
CCOc1cc(/C=C2\SC(=Nc3ccccc3)N(c3ccccc3)C2=O)ccc1OCC(=O)O	1	0	1	1	-10	-10	-0.9	-4	-17	-1
N#Cc1nc(-c2ccc(Cl)cc2)oc1NCc1ccco1	8	-1	0	-11	-2	-13	-0.5	-3	-2	4
Nc1ccccc1SC/C=C/CSc1ccccc1N	-5	4	3	0	5	-1	-0.3	3	4	-2
CN(C)CCCNc1ncc(C(F)(F)F)cc1Cl	0	-1	-2	5	6	3	-0.1	1	-2	9
COc1ccc(N(CC(=O)Nc2ccccc2C)S(=O)(=O)c2c(C)[nH]c(=O)[nH]c2=O)cc1	1	4	-2	5	5	5	0.3	-1	3	7
Cc1ccc(C(=O)NCN2CCN(c3ccc(F)cc3)CC2)cc1	4	-4	-2	3	-8	-1	0.1	-2	-7	2
COCc1nc2ccccc2n1Cc1c(F)cccc1Cl	2	7	-4	8	12	2	0.0	-1	0	1
CC(=O)c1cc2c(cc1NC(=O)Cn1nc(C)c(C)c(C#N)c1=O)OCO2	1	-1	-1	-14	1	1	-1.7	2	0	3
O=S1(=O)CC(N2CCCC2)CN1Cc1cn(Cc2cccc(C(F)(F)F)c2)nn1 (configuration not stated)	-2	-3	-4	7	-1	.	-0.1	8	-2	1
